Source: PubChem (The Scripps Research Institute Molecular Screening Center)
TAAR1 antagonist: human TAAR1 antagonism. Q96RJ0. CHO RD-HGA16 TAAR1, Fluo-8 calcium fluorescence, antagonist. inhibition, % at 3 µM. 360,000 tested, 1.5% active. AID 624466;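 active = inhibition above a per-plate cutoff, the mean inhibition of test compounds on that plate plus 3 SD, cut at about 49% in these data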;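 also: 0% = DMSO plus EC80 beta-PEA response and 100% = DMSO alone without agonist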
Target sequence (Q96RJ0 whole entry, looked up): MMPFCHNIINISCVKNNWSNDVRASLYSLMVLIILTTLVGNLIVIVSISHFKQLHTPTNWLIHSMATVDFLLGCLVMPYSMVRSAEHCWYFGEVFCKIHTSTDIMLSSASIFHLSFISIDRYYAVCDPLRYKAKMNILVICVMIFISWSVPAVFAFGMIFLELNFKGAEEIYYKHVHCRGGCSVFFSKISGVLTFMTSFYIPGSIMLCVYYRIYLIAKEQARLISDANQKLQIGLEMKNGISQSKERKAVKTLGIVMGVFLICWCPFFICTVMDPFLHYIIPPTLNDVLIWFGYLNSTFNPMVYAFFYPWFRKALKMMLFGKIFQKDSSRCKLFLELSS
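Material: CHO RD-HGA16 cells bearing hTAAR1; compound dosing: one-point dosing, 3 µM nominal final; schedule: dye loading 75 min at 37 °C, then 30 min room temperature; measured by: calcium fluorescence with Fluo-8; control set: vehicle and agonist controls; replication: n of 1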
CHO parental Ca: counter-screen for OX1R antagonists: effect in parental CHO cells; 330,000 tested, 0.63% active; parental CHO-K1, ATP-induced calcium, Fluo-8 fluorescence; inhibition, % at 5.6 µM;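 active = inhibition above that plate's mean sample inhibition plus 3 SD, cut at about 26% in these data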;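 also: 0% = ATP-challenged DMSO wells and 100% = DMSO wells without ATP; some compounds past the cut are filed as inactive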
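Assay system: parental CHO cells; Read-out basis: percent inhibition of ATP-evoked calcium rise, normalized to controls; Benchmarks: ATP and no-ATP DMSO wells; Compound dosing: single nominal dose of 5.6 µM per compound; Signal: Fluo-8 calcium dye fluorescence; Also added: ATP as calcium-mobilizing challenge; Repeats: singlicate.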
M1 ag: agonists of human M1 muscarinic receptor. P11229. CHO-K1 hM1, Fluo-8 calcium fluorescence, agonist mode; 0% DMSO, 100% acetylcholine EC100. activation, % at 3 µM. 360,000 tested, 0.33% active. AID 588814;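 active = activation above the run's mean compound activation plus 3 SD, cut at about 16% in these data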;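 also: peak over basal fluorescence ratio within a 140 s kinetic read after compound addition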
CHO-K1 Ca antag: nonselective inhibitor or artifact in parental CHO-K1 cells; 360,000 tested, 0.6% active; ATP-induced calcium, Fluo-8 fluorescence; inhibition, % at 3 µM; AID 602250;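 active = inhibition above a per-plate cutoff, the plate's mean sample inhibition plus 3 SD, cut at about 24% in these data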;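 also: 0% = DMSO plus EC80 ATP and 100% = DMSO alone without ATP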
M1 ag parental: counter-screen for M1 agonists: effect in parental CHO-K1 cells. Fluo-8 calcium fluorescence; scaled to maximal ATP response, vehicle zero. activation, % at 3 µM. 360,000 tested, 0.48% active. AID 602248; in the data active = activation above about 15%;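 also: untransfected CHO-K1 host cells lacking M1 receptor as counterscreen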
V1R ag counter: V1a receptor agonism, counter-screen for OXTR agonists; P37288; activation, % at 3 µM; 320,000 tested, 0.25% active; CHO-V1R cells, Fluo-8 calcium fluorescence, agonist mode; 0% DMSO, 100% 3 nM vasopressin;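 active = activation above the mean activation of all tested compounds plus 3 SD, per screening run, cut at about 20% in these data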;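 also: signal is peak over basal fluorescence ratio across a 100 second FLIPR read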
OXTR potentiate: potentiates the human oxytocin receptor response. P30559. 320,000 tested, 0.061% active. AID 2445. CHO-OTR cells, Fluo-8 calcium fluorescence, potentiator mode; 0% = oxytocin EC15, 100% = EC100. activation, % at 3 µM;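 active = activation above that plate's cutoff, the mean activation of tested compounds plus 3 SD, cut at about 6.6% in these data, passing the limit was not always enough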;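 also: 100% uses oxytocin at 75 nM as the full agonist control; some results filed as inactive read as strong as hits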
Target sequence (P30559 whole entry, looked up): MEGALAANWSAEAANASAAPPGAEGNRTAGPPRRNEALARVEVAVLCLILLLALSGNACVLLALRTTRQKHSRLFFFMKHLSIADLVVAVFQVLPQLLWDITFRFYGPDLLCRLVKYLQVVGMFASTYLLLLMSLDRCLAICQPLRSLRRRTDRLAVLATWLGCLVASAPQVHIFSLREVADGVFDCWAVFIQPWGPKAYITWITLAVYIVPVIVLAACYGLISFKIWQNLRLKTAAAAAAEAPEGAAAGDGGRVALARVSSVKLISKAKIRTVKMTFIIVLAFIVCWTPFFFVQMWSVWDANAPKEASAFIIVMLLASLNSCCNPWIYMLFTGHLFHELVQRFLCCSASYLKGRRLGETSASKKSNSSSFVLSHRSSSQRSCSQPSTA
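Measured by – Fluo-8 calcium dye fluorescence · Test system – human OTR in CHO cells · Dosing – one concentration, 3.0 µM compound · Controls – EC15 oxytocin alone as 0%, 75 nM oxytocin as 100% · Evaluation – normalized max/min fluorescence ratio, % activation · Timing – 6 min pre-incubation, 100 s read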
M1 PAM parental: counter-screen for M1 PAMs: effect in parental CHO-K1 cells | activation, % at 3 µM | 360,000 tested, 0.02% active | ATP EC20, Fluo-8 calcium fluorescence; 0% at ATP EC20, 100% at ATP max | AID 602247;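 active = activation above the run cutoff, the mean activation of all test compounds plus 3 SD, cut at about 40% in these data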;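 also: peak over basal fluorescence ratio in a 140 s read after ATP addition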
TAAR1 agonist: agonists of human TAAR1; Q96RJ0; CHO RD-HGA16 TAAR1, Fluo-8 calcium fluorescence; vehicle wells 0%, saturating PEA agonist 100%; activation, % at 3 µM; 360,000 tested, 0.99% active; AID 624467;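 active = activation above the mean activation of all test compounds in the run plus 3 SD, cut at about 38% in these data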
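System: CHO-derived RD-HGA16 cells with stable Gα16 and human TAAR1 / Times: 17-24 h plating, Fluo-8 75 min 37 °C, 30 min RT / Technique: calcium-sensitive Fluo-8 signal, excitation 470-495, emission 515-575 nm / Measure: % activation relative to PEA EC100 response / Benchmarks: DMSO and PEA EC100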
Numbers without * were called inactive; nt = not tested or not shown.

SMILES	TAAR1 antagonist	CHO parental Ca	M1 ag	CHO-K1 Ca antag	M1 ag parental	V1R ag counter	OXTR potentiate	M1 PAM parental	TAAR1 agonist
C=CCNc1oc(/C=C/c2ccccc2)nc1C#N	18	-21	-6	-23	1.8	-0.7	-4	20	0
Cc1ccc(NC(=O)c2oc3ccccc3c2COC(C)C)cc1S(=O)(=O)N1CCOCC1	41	-28	-3	-16	0.2	1.2	-7	10	4
COc1ccc(N2CC(O)=C(c3nc(-c4ccc(F)cc4)cs3)C2=N)cc1OC	34	-1	-6	5	2.8	0.5	-6	-7	11
O=C(NC1CCCCC1)c1n[nH]c2c1CC(c1ccccc1)CC2 (centres undefined)	-23	-20	-8	2	-0.2	1.2	-2	-22	11
C=CCn1c(=O)[nH]c2cc(C(=O)N3CCN(c4ccc(C(C)=O)cc4)CC3)ccc2c1=O	3	2	-2	-11	3.8	2.4	-6	21	2
O=C(CC(NCCN1CCOCC1)C(=O)O)Nc1cccc(Cl)c1 (centres undefined)	-16	-10	5	-12	1.3	0.1	-2	21	0
NS(=O)(=O)c1ccc(NC(=O)CSc2nc3c(cnn3-c3ccccn3)c(=O)[nH]2)cc1	-8	nt	-4	5	-0.1	nt	nt	-11	0
Cc1onc(-c2ccccc2)c1C(=O)Nc1nc(-c2cc(F)ccc2F)cs1	-2	-10	-6	0	0.2	-0.4	-5	15	3
CCOC(=O)C1CCN(C(=O)Cc2c(F)cccc2Cl)CC1	-16	6	-2	-14	1.1	-0.3	-10	11	3
CCn1nc(C(=O)N2CCN(Cc3nc4ccccc4s3)CC2)c2ccccc2c1=O	57*	-9	-2	10	7.5	5.0	-9	-20	33
Cc1ccc(S(=O)(=O)CCC(=O)N(CCN2CCOCC2)c2nc3ccccc3s2)cc1	-1	-1	-4	-1	-0.2	0.5	-2	5	6
O=C(COc1ccc([N+](=O)[O-])cc1)NCCc1nc2ccccc2[nH]1	-25	-13	-4	-5	0.0	-1.0	-1	11	3
COc1ccc(CCc2cc(OC)cc(=O)o2)cc1	-6	-11	-3	1	0.3	0.2	-1	-2	1
Cc1ccc2oc(=O)c(/C=C(\O)C(C)(C)C)nc2c1	5	-10	-4	-12	0.2	0.4	-1	10	0
OCC1(CCc2ccccc2)CCN(Cc2cc(F)ccc2-n2cccn2)CC1	-4	-4	-6	5	-0.2	0.4	-6	-18	3
COc1cc(/C=N\NC(=O)c2ccc(-c3ccccc3)cc2)cc(Br)c1O	2	-15	-3	-1	0.2	-0.4	-8	-2	-2
COc1ccc(/C=C2/CCc3ccccc3C2=O)cc1CN1CCOCC1	11	-21	-9	-7	0.9	-0.4	-9	5	4
Cc1ccc(-c2ccc(=O)n(CC(=O)NCCN3C(C)CCCC3C)n2)cc1 (centres undefined)	-7	-20	-9	-2	-0.5	-0.1	6	5	2
COc1cc(C(=O)NNC(=O)C2CSC3(C)CCC(=O)N23)cc(OC)c1OC (centres undefined)	2	-12	-3	-8	-0.4	0.4	-1	12	12
CN(c1cccc(NS(=O)(=O)c2ccccc2)c1)S(C)(=O)=O	2	-25	-1	-10	1.8	4.2	-19	0	1
Cc1ccc(C)n1N1C(=O)/C(=C\c2ccc(Cl)cc2)SC1=S	18	-9	2	4	-0.6	0.0	0	-5	2
CC1=C(NCCc2ccccc2)CCC1=O	60*	-18	-6	-7	1.2	1.6	-8	19	95*
C[C@@H]1CN([C@H](C)CO)S(=O)(=O)c2ccc(-c3ccc(C(=O)N(C)C)cc3)cc2O[C@H]1CN(C)C(=O)Cc1ccccn1	-22	nt	-2	-10	0.7	nt	nt	16	0
COc1ccc(C(=O)CSc2nnc(Cn3nnc4ccccc43)n2C)cc1	3	-28	-2	-14	1.1	2.1	-5	3	7
CC(C)(C)c1nnc(NC(=O)CS(=O)(=O)Cc2ccccc2)s1	-14	-8	-2	5	4.2	0.3	-11	1	7
CC(=O)Nc1cc(-c2ccccc2)nn1Cc1ccc(Cl)cc1	-4	-10	-5	0	1.4	0.7	-3	20	0
COC(=O)[C@@]12CCCN1[C@H](c1ccc(-c3cccc(Cl)c3)cc1)[C@H]1C(=O)N(C)C(=O)[C@H]12	6	-11	-3	-14	0.5	1.7	-9	12	0
CC(=O)Nc1ccc(/C=N/NC(=O)c2cc3cc(C)ccc3nc2C)cc1	-19	-12	-4	-13	0.3	-0.7	-6	27	-2
Cc1cc2cc3c(cc2nc1SCC(=O)N1c2ccccc2CC1C)OCO3 (centres undefined)	1	-32	-2	-4	0.1	-0.4	-3	13	9
CCc1ccc(NC(=O)NCC2CCN(c3ccc(OC)cc3)C2)cc1 (centres undefined)	-5	-4	-4	-15	2.7	4.3	-4	13	-3
CCc1ccc2c(c1)C1(NN=C(c3ccccc3)S1)C(=O)N2 (centres undefined)	18	-7	-5	-6	0.6	-0.4	0	12	-1
CCCn1c(SCC(=O)N(C)C2CCCCC2)n[nH]c1=O	-13	nt	-5	-5	1.5	nt	nt	12	0
CC1=C(c2ccccc2)C(O)(c2ccccc2)C(C)C1=O (centres undefined)	-17	nt	-4	-12	-0.8	nt	nt	-7	-2
CN1CCN(c2ccccc2NC(=O)c2cccc(OCc3ccccc3)c2)CC1	0	-22	-5	-12	2.6	1.4	-6	10	8
COC(=O)c1ccccc1NC(=O)Nc1cc(C)ccn1	-3	-10	-3	-4	0.5	0.9	3	9	2
NCCCC[C@H]1CN=C(N)N1CCc1cccc2ccccc12	8	-5	-14	-9	0.1	0.5	-4	9	8
COc1cccc(OC)c1C(=O)NC(=S)Nc1ccc2c(c1)C(=O)N(C)C2=O	-41	-15	-3	-6	-0.3	-1.1	-9	22	8
CSc1ccc(CNc2ccc(Cl)cc2)cc1	8	-4	-6	-5	0.0	-1.1	-12	12	-2
Cn1c(=O)c(C(=O)NNC(=O)c2ccccc2F)c(O)c2ccccc21	6	2	0	-15	2.9	5.6	-11	25	48*
Cc1ccc(S(=O)(=O)NCC(=O)Nc2cccc([N+](=O)[O-])c2)cc1	-23	-11	-2	-9	5.1	3.9	-12	14	3
Cn1c(/C=N/NC(=O)c2ccccc2Br)nc2ccccc21	23	-17	-1	-16	4.8	5.1	-6	9	6
C[C@H](CO)N1C[C@H](C)[C@H](CN(C)C(=O)C2CC2)OCc2cnnn2CCCC1=O	-6	nt	-1	-5	0.2	nt	nt	10	3
O=C1CN(C(=O)c2ccco2)c2ccccc2N1	-16	8	-3	-5	0.6	0.7	-4	19	5
COC(=O)c1[nH]c2ccccc2c1NC(=O)c1ccccc1F	9	-12	-1	11	0.8	-0.3	-7	-11	3
COc1ccc(/C=N/NC(=O)C2CC2)c(OC)c1OC	14	-9	-3	-13	1.5	2.1	-6	23	-1
COc1cc(C(O)C(=O)O)ccc1O (centres undefined)	-13	2	-1	-12	0.6	0.4	2	25	-1
COc1ccc(-c2ccc(-c3noc(-c4ccccc4C)n3)c(OC)n2)cc1	17	-6	-3	-11	0.5	-0.1	-4	17	0
O=C1COc2ccccc2C(c2nc3ccccc3[nH]2)N1C1CC1 (centres undefined)	-3	nt	nt	-7	0.0	nt	nt	13	2
COc1ccc(OC)c(N(CC(=O)Nc2ccc(NC(C)=O)cc2)S(C)(=O)=O)c1	-36	1	-2	-20	0.3	0.5	5	6	2
Cc1cccc(-c2ncc(S(=O)(=O)C(C)(C)C)c(N)n2)c1	0	-5	-4	-7	0.6	0.4	-9	16	7
CCOCC(=O)Nc1cc(C(=O)NCCc2ccccc2)ccc1Cl	5	-17	-7	-8	-0.4	-1.2	-10	13	4
OC(CNc1ccccc1)Cn1ccc2ccccc21 (centres undefined)	-11	7	-4	-14	0.1	0.8	-14	8	1
